EP2 mod = EP2 receptor modulators, cAMP readout, primary screen, cell-based, HTRF cAMP, PGE2 stimulation; induction, % at 25 µM; Prostaglandin E2 receptor EP2 subtype (Homo sapiens), P43116; AID 940, 2007; EP2-expressing cells, cAMP HTRF FRET, PGE2 co-stimulation; 260,000 compounds, 0.83% hits;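 active = compounds whose cAMP rise, as percent of the full-agonist control response, exceeds 60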;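 note: rat C6 glioma line stably carrying human EP2 under a CMV promoter; the protocol text gives 20 µM as final concentration; 100% = response of wells given 1 µM PGE2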
Target sequence (P43116 whole entry, looked up): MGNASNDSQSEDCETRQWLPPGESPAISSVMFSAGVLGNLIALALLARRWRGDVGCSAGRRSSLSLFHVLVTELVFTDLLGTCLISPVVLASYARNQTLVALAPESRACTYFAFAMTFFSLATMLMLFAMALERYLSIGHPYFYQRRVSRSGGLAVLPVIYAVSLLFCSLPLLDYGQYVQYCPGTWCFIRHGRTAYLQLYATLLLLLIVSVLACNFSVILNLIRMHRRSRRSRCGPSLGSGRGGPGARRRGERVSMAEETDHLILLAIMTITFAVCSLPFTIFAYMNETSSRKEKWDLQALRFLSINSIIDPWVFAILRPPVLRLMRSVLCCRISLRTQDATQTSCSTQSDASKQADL
PGE2 EP2 inh = human EP2 receptor antagonists, primary screen, TR-FRET cAMP, C6 glioma cells | 260,000 compounds, 0.52% hits | inhibition, % at 25 µM | Prostaglandin E2 receptor EP2 subtype (Homo sapiens), P43116 | C6 glioma cells expressing human EP2; cells stimulated with saturating PGE2 | AID 1422, 2008;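 active = percent inhibition above 40 after rounding to a whole number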;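 note: rat C6 glioma host cells with rolipram phosphodiesterase inhibitor present; the protocol text gives 20 µM as final concentration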
Active calls of the source: *; & = joins results of further samples.

SMILES	EP2 mod	PGE2 EP2 inh
NC(=O)C1CCN(C(=O)C2CC(c3ccc(Cl)cc3)=NO2)CC1 (centres undefined)	1.4	6.6
COc1ccc2[nH]c(=O)c(-c3noc(-c4cc(OC)c(OC)c(OC)c4)n3)cc2c1	15.6	6.3
CCC(=O)Nc1cnc(NC(=O)C(C)C)cc1C	-10.7	4.7
COc1ccccc1NC(=O)CN1CCC(NC(=O)C2CCCCC2)CC1	3.0	8.1
Cn1c(=O)c2[nH]c(SCC(=O)NC3CCCCC3)nc2n(C)c1=O	2.1	10.1
N[C@H](C(=O)O)[C@@H](O)c1cnc[nH]1	12.4	9.8
CCOc1cc(NC(=O)c2ccco2)c(OCC)cc1NC(=O)c1ccc(F)cc1	-29.4	19.0
Cc1sc(C(=O)Nc2cc3ccccc3o2)c(C#N)c1C	-11.5	8.6
COCCCn1c(=N)c(C(=O)NCc2cccnc2)cc2c(=O)n3cc(C)ccc3nc21	-16.9	5.9
CN(C(=O)c1cccnc1)c1nnc(-c2ccncc2)s1	9.4	9.1
Cc1cnc(NC(=O)CSc2nnc(-c3ccc(Cl)cc3)n2C)s1	-29.4	13.5
CCOc1ccc2nc3sc(C(=O)OC)c(N)c3cc2c1	-17.6	5.6
CC1CCCC(C)N1C(=O)CN1CCC2(CC1)NC(=O)c1ccccc1O2 (centres undefined)	-60.3	5.4
Cc1cc(C)c2c(N)c(C(=O)Nc3cccc(Cl)c3)sc2n1	-17.9	11.8
CCOC(=O)CSc1nnc(-c2ccccc2O)n1-c1ccccc1OC	15.3	13.5
Cc1ccc(S(=O)(=O)c2nc(C)oc2N2CCCCC2)cc1	-3.5	8.1
CCOc1c(/C=C\c2nc(O)c([N+](=O)[O-])c(=O)[nH]2)cccc1OC	-0.3	12.3
Cc1nn(C)cc1C(=O)Nc1ccc(Cl)cc1	-6.3	6.1
CC(C)(C)C1=NN(CC(=O)NC2CCC2)C(=O)c2cc3ccccc3n2C1	-74.8	9.3
CCC(C)(C)NC(=O)c1ccc2c(c1)N(CC(=O)NCc1ccccc1)C(=O)C(C)(C)O2	-19.2	11.6

Some of the entries above, reformatted:
> COc1ccc2[nH]c(=O)c(-c3noc(-c4cc(OC)c(OC)c(OC)c4)n3)cc2c1
  EP2 mod: 15.6	PGE2 EP2 inh: 6.3

> CCOc1cc(NC(=O)c2ccco2)c(OCC)cc1NC(=O)c1ccc(F)cc1
  EP2 mod: -29.4	PGE2 EP2 inh: 19.0

> CCC(C)(C)NC(=O)c1ccc2c(c1)N(CC(=O)NCc1ccccc1)C(=O)C(C)(C)O2
  EP2 mod: -19.2	PGE2 EP2 inh: 11.6

> Cc1cc(C)c2c(N)c(C(=O)Nc3cccc(Cl)c3)sc2n1
  EP2 mod: -17.9	PGE2 EP2 inh: 11.8

(listing goes on)
SMILES	EP2 mod	PGE2 EP2 inh
COc1cccc(C(=O)N2CCN(C(=O)COc3ccccc3)CC2)c1OC	-33.5	3.8
CC(C)C(C)/C=C/C(C)C1CCC2C3=CC=C4CC(O)CCC4(C)C3CCC21C (centres undefined)	-4.2	13.7
Cn1c(N2CCC(C(=O)NCc3ccc(F)cc3)CC2)nc2ccccc21	-38.3	7.2
Nc1cc(-c2cccs2)nn(CC(=O)Nc2ccccc2C(F)(F)F)c1=O	-17.7	15.5
Cc1c(C)c2c(c(C)c1O)CCC(C)(CCCC(C)CCCC(C)CCCC(C)C)O2 (centres undefined)	-15.7	14.4
Cc1cc2sc(NC(=O)C(C)C)nc2cc1Cl	-65.9	16.1
O=C(Nc1nnc(CCS(=O)(=O)c2cc(Cl)ccc2Cl)s1)C1CCCCC1	-19.1	6.0
Cc1cc(C)nc(NC(=O)COc2ccc(Cl)cc2)c1	-6.8	10.5
COc1ccc(CCNC(=O)CSc2nc(C)nc3sc4c(c23)CCC(C)C4)cc1OC (centres undefined)	33.2	9.9
CC(C)n1c(SCC(=O)N(Cc2ccccc2)C(C)(C)C)nc2c1c(=O)n(C)c(=O)n2C	28.7	9.8
Cc1sc2nc(C(C)C)n3c(SCC(=O)N4CCN(C(=O)c5ccco5)CC4)nnc3c2c1C	19.5	7.2
COc1cc(CN2CCC(C(=O)NCC3CCCO3)CC2)ccc1OCc1ccccc1 (centres undefined)	-52.2	18.7
Cc1nc(N)ncc1C(=O)N1CCC(CCc2ccccc2C(F)(F)F)CC1	-46.9	8.9
CC(C)c1nnc(SCC(=O)N2c3ccccc3CC2C)n1C (centres undefined)	-8.0	8.5
Cc1ccc2cc(C)c3nn(CCNC(=O)c4cc(C)no4)c(=O)n3c2c1	-6.4	12.8
O=C(C1CCC1)N1CCC[C@@H]1Cn1nc(-c2cccs2)ccc1=O	-3.0	5.8
CCc1ccccc1NC(=S)N(CCCO)Cc1cc2ccc(C)c(C)c2[nH]c1=O	-50.8	15.6
CCN1C(=O)/C(=C\C=C2/Sc3cc(C)c(C)cc3N2CCO)SC1=S	-11.2	6.5
O=C(CN1CCOCC1)Nc1ccc(NC(=O)c2cccc(Cl)c2)cc1	-48.8	8.7
CCn1c(=C(C(C)=O)C(C)=O)s/c(=C/C=C2\Sc3ccc(-c4ccccc4)cc3N2C)c1=O	-6.8	9.7

Looked up by compound from above:
SMILES	EP2 mod	PGE2 EP2 inh
COc1cccc(C(=O)N2CCN(C(=O)COc3ccccc3)CC2)c1OC	-33.5	3.8
CC(C)c1nnc(SCC(=O)N2c3ccccc3CC2C)n1C (centres undefined)	-8.0	8.5
CC(C)n1c(SCC(=O)N(Cc2ccccc2)C(C)(C)C)nc2c1c(=O)n(C)c(=O)n2C	28.7	9.8
O=C(C1CCC1)N1CCC[C@@H]1Cn1nc(-c2cccs2)ccc1=O	-3.0	5.8
Nc1cc(-c2cccs2)nn(CC(=O)Nc2ccccc2C(F)(F)F)c1=O	-17.7	15.5

Continuation.
SMILES	EP2 mod	PGE2 EP2 inh
COc1ccccc1NC(=O)C1=C(C)OC(N)=C(C#N)C1c1cc2ccc(C)cc2[nH]c1=O (centres undefined)	25.7	12.0
Cc1cc2c(cc3c(=O)n(CC(=O)N4CCOCC4)nc(C)n32)o1	-51.1	8.0
CCn1c(C)cc2cc(NC(=O)CCCn3nc(C)cc3C)ccc21	-68.1	6.1
CC(=O)c1ccc(NC(=O)CN2CCC(O)(c3nccn3C)CC2)cc1	-52.3	8.3
Cn1cc(C(=O)CN2CCC(O)(c3ccc(C(F)(F)F)cc3)CC2)c2ccccc21	-52.7	6.6
COCCCn1c(Cc2ccccc2)nnc1SCC(N)=O	-26.9	9.3
Cc1ccccc1NC(=O)Nn1cnnc1	2.9	11.3
CCOc1ccccc1C(=O)Nc1nc(-c2ccc3c(c2)CCN3C(C)=O)c(C)s1	15.2	9.4
N#Cc1cc2cc3c(cc2nc1SCC(N)=O)OCCO3	-26.8	15.4
CCc1ccc(C2C(C(=O)OC)=C(C)NC3=C2C(=O)c2ccccc23)cc1 (centres undefined)	-29.1	6.0
COCCCNC(=S)N(Cc1cc2cc(C)c(C)cc2[nH]c1=O)C1CCCCC1	-42.9	12.2
COc1ccccc1CC(=O)NC(C)c1nc(-c2cccnc2)n[nH]1 (centres undefined)	-21.1	5.0
COc1ccccc1C1(NC(=O)CCc2cc(Cl)no2)CCCC1	38.1	1.7
COc1cc(OC)cc(OCC(O)Cn2c(Cc3ccccc3)nc3ccccc32)c1 (centres undefined)	-10.1	3.7
CC(=O)NC(Cc1cccc2ccccc12)C(=O)N1CCN(C(=O)c2ccc(Cl)cc2)CC1 (centres undefined)	-35.9	12.9
Cc1c(C(=O)Nc2cccc(C(=O)N3CCOCC3)c2)nnn1-c1ccccc1	-17.7	7.0
O=C(Cn1nnc(-c2cccnc2)n1)N1CCCc2ccccc21	-60.9	4.2
CC(=O)N1c2ccc(NC(=O)c3ccc4c(C)c(C)[nH]c4c3)cc2CC1C (centres undefined)	-100.5	9.3
CC1CCN(S(=O)(=O)c2ccc(NC(=O)CSc3nc4ccccc4o3)cc2)CC1	-15.3	8.9
CC(=O)N1c2ccc(-c3csc(NC(=O)/C=C/c4ccccc4)n3)cc2CC1C (centres undefined)	-2.0	23.9
O=c1[nH]c(=O)c2cc(S(=O)(=O)N3CCC(c4ccccc4)C3)ccc2[nH]1 (centres undefined)	-83.7	11.2
CC(=O)C1=C(O)C(=O)NC1c1ccc(Cl)cc1Cl (centres undefined)	11.4	17.1
COC(=O)CN1C(=O)C(O)=C(C(C)=O)C1c1ccc(O)c(OC)c1 (centres undefined)	-4.9	7.3
O=C(NCCNCc1c[nH]c2ccccc12)c1ccccc1F	-21.5	8.9
O=C(Cn1nc(-c2ccncc2)oc1=O)N1CCN(c2ccccc2)CC1	-49.9	5.4
CC(C)C(=O)N1CCN(c2ccc(NC(=O)c3ccc(F)cc3)cc2)CC1	6.7	7.0
COC(=O)c1c(NC(=O)c2ccc(OC)c(OC)c2)sc(C(=O)NC2CCCCC2)c1C	-0.4	6.1
CCC(c1nnnn1Cc1ccco1)N(Cc1cc2cc(C)ccc2[nH]c1=O)C1CCCC1 (centres undefined)	27.3	10.0
CN(C)c1ccc(C(=O)N2CCC[C@@H]([C@@H](O)c3ccc(F)cc3)C2)cc1	-82.3	7.9
CCOc1ccc2c(ccc(/C=C/c3cc(C)c4cccnc4c3O)[n+]2C)c1	49.6	51.8*
COc1cccc(-n2nnnc2SCC(=O)Nc2cc(OC)ccc2OC)c1	-105.9	6.3
Clc1ccc(CNCc2ccco2)c(Cl)c1	-11.8	4.9
Cc1ccc(S(=O)(=O)NCCSc2nnc3nc(C)cc(C)n23)cc1	23.2	9.8
COc1cccc(OC)c1C(=O)N1CCCC(c2nc3c(nnn3Cc3ccc(F)cc3)c(=O)[nH]2)C1 (centres undefined)	2.7	6.5
CC(=O)Nc1nc(-c2ccc3c(c2)CCN3C(=O)C2CCCCC2)cs1	-6.5	17.1
Cc1cnc(C(=O)N2CCC(n3nnc4ccccc4c3=O)CC2)cn1	-4.7	1.9
CCOc1c(Cl)cc(C2C(C#N)=C(N)OC3=C2C(=O)CC(C)(C)C3)cc1Cl (centres undefined)	-70.1	7.6
O=c1cc(-c2ccc(O)cc2)oc2cc(O)cc(O)c12	-15.4&-0.8	21.8&12.9&11.9
CCOc1ccc(C2NC(=O)C(O)=C2C(=O)c2ccco2)cc1 (centres undefined)	0.2	11.7
Cc1ccc(NC(=O)CCCSc2nc(-c3ccco3)cc(C(F)(F)F)n2)c(C)c1	-106.3	6.1
COCC(O)CNCc1cc2c(-c3cccc(F)c3)nn(-c3ccccc3)c2[nH]c1=O (centres undefined)	-3.3	11.5
CC(C)CSC[C@@H]1O[C@H](n2cnc3c(N)nccc32)[C@H](O)[C@H]1O	-10.6	18.6
COc1cc(-c2nc3cnccn3c2NCCc2ccc(OC)c(OC)c2)ccc1O	-16.2	12.0
COc1ccccc1N1CC(C(=O)OCC(=O)c2ccc(Cl)cc2)CC1=O (centres undefined)	-22.6	10.0
CCOCC(=O)Nc1ncc([N+](=O)[O-])s1	-1.3	5.2
Cc1cccc2c1NC(=O)C21NN=C(c2ccccc2)S1 (centres undefined)	-5.2	16.0
O=C(CN(C1CCCCC1)S(=O)(=O)c1ccc(F)cc1)N1CCCCC1	17.6	5.6
CCCOC(=O)c1c(NC(=O)c2nc3ncccn3n2)sc(C(=O)OCC)c1C	-18.8	10.9
CC(C)c1ccc(OCC(=O)NCC2CCCO2)cc1 (centres undefined)	-6.0	11.1
Clc1cccc(Cl)c1C(Nc1nncs1)Nc1nncs1	15.4	52.0*
COc1cc2cc(C(c3nnnn3Cc3ccc(F)cc3)N3CCC(O)CC3)c(=O)[nH]c2cc1OC (centres undefined)	-33.1	7.4
Cc1cc(=O)oc2c(OS(C)(=O)=O)c(OS(C)(=O)=O)ccc12	-9.8	18.1
CCOC(=O)c1cc2c(ccn2C)n1CC(=O)N(C)C1CCCCC1	-10.7	12.7
Cc1cc2cc3c(cc2n2c(=O)n(CC(=O)N4CCCCCC4)nc12)OCO3	-11.7	11.5
CCN(CC)C(=O)Cn1nc(-c2ccc(C)s2)cc(N)c1=O	-148.9	2.3
O=c1[nH]c(=O)c2cc(S(=O)(=O)Nc3ccccc3Cc3ccccc3)ccc2[nH]1	-22.2	8.2
CCc1nc2ccccc2n1CCOC	5.7	18.1
Cc1ccccc1NC(=O)CSc1nc(N)cc(=O)[nH]1	-7.2	4.8
C[C@H](Cc1ccc(O)c(O)c1)[C@@H](C)Cc1ccc(O)c(O)c1	-18.6	8.2
Cc1onc(C(=O)NC(C)(C)CN2CCCC(C)C2)c1Cn1cccn1 (centres undefined)	-3.6	4.2

The list goes on:
SMILES	EP2 mod	PGE2 EP2 inh
COc1ccc(S(=O)(=O)N(CC(=O)N2CCC(C(N)=O)CC2)c2ccc(C)cc2)cc1	23.0	5.5
COc1ccc2[nH]c(CN3CCC(NC(C)=O)(c4ccccc4F)CC3)c(C)c2c1	-33.2	2.7
OC1(c2ccccc2F)CCN(Cc2cnc(N3CCOCC3)nc2)CC1	-58.2	9.5
O=Nc1ccc2oc(=O)ccc2c1	-5.7	12.0
CC(C)N(C(=O)C1CCCCC1)c1nnc(-c2cccnc2)s1	-0.8	5.8
CCOc1ccc(NC(=O)CSc2nncn2N)cc1	11.0	7.9
O=C(c1ccccn1)C1CCN(C(=O)CCN2CCCC2)CC1	10.3	4.1
CN(C)CCN(Cc1cccs1)Cc1ccc(F)cc1F	-29.6	7.6
COCCNC(=O)C(OC(=O)c1ccco1)c1ccc(OC)cc1 (centres undefined)	-5.7	8.1
Cc1ccc2cc(CN(CCN(C)C)C(=S)NC3CCCCC3)c(=O)[nH]c2c1	-31.5	9.6
O=C(Cc1cccs1)Nc1ccc2c(c1)OCCO2	-4.0	6.2

A portion of the results above, for reference:
SMILES	EP2 mod	PGE2 EP2 inh
NC(=O)C1CCN(C(=O)C2CC(c3ccc(Cl)cc3)=NO2)CC1 (centres undefined)	1.4	6.6
COc1ccc2[nH]c(=O)c(-c3noc(-c4cc(OC)c(OC)c(OC)c4)n3)cc2c1	15.6	6.3

Not all compounds are listed, so the mix of outcomes need not match the whole.
